ELG1 genotoxic: qHTS screen for small molecules that induce genotoxicity in human embryonic kidney (HEK293T) cells expressing luciferase-tagged ELG1; HEK293T ELG1-luciferase reporter, luminescence, 16 h; Potency, µM (titrated, usually from 46 µM), inactives show at the top dose activity change, positive = activation, hits mostly activators; actives 1.3% (n = 330,000); AID 504466, 2011; note: potency is the fitted concentration of half-maximal effect; % of control where 0% means no effect; nearly all actives have a fitted effect of over 60% in size
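Luminescence read-out: rising ELG1-luciferase signal, reflecting elevated ELG1 protein under genetic stress, flags genotoxic compounds. Cells were treated for 16 hr at 37 °C before ONE-Glo detection.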
BRCA1 expr up: qHTS Assay to Identify Small Molecule Activators of BRCA1 Expression. MCF7-BRCA1-FFLuc reporter, luminescence, 48 h; response scale: scaled: vehicle 0%, 10 µM genistein 100%. Potency, µM (titrated, usually from 46.1 µM), inactives show top-dose activation, usual class: activators. actives 1.1% (n = 380,000); note: potency is the fitted concentration of half-maximal effect; nearly all actives have a fitted effect of over 80% in size; some results filed as inactive show a strong effect at the top dose
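First, MCF7-BRCA1-FFLuc cells (2000/well) attach for 2 h; next, compounds are pin-added and incubated 48 h at 37 °C; finally, luciferase reagent is added and luminescence read after 15 min.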
PKM2 act: qHTS Assay for Activators of Human Muscle isoform 2 Pyruvate Kinase | purified PKM2, Kinase-Glo ATP luminescence, activation; response scale: 0% is enzyme alone, no compound | Pyruvate kinase PKM (Homo sapiens), P14618 | actives 0.34% (n = 260,000) | Potency, µM (doses to about 57.5 µM), inactives show top-dose activation, actives largely listed as activators | AID 1631, 2009; note: potency is the fitted concentration of half-maximal effect; % is set by controls: 0 for no effect and ±100 for the full control effect; nearly all actives have a fitted effect of over 55% in size
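Purified hPK-M2 (>95%) run at intermediate activity with 0.1 mM ADP and 0.5 mM PEP in 50 mM imidazole pH 7.2, KCl, MgCl2; 1 h room temperature. ATP formed read by Kinase-Glo luminescence; normalized to uninhibited and no-enzyme controls.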
RORgamma inh: qHTS for inhibitors of ROR gamma transcriptional activity | Drosophila S2 Gal4-RORgamma UAS-luciferase reporter, 20 h | actives 5.4% (n = 310,000) | Potency, µM (doses to about 53.6 µM), without a hit: at the top dose activity change, negative = inhibition, hits mostly inhibitors | AID 2551, 2010; note: potency is the fitted concentration of half-maximal effect; % is set by controls: 0 for no effect and ±100 for the full control effect; nearly all actives have a fitted effect of over 60% in size
Target sequence (P51450 whole entry, looked up, the tested form may be a part): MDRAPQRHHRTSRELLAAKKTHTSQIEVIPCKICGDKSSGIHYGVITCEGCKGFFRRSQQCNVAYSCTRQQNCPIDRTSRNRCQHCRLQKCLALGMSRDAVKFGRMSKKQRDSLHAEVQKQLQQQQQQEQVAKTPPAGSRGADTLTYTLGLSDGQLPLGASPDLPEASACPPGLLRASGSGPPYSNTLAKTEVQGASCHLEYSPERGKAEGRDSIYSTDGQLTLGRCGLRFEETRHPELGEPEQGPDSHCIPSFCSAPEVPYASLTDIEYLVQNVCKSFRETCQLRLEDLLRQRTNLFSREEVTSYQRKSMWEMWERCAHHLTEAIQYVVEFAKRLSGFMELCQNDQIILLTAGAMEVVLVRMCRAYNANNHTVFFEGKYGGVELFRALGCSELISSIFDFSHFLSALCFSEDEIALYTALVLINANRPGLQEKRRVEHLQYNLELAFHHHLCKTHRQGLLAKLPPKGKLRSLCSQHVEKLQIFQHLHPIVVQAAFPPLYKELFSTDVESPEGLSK
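Using a luciferase readout, inhibitors were identified by reduced reporter activity in Drosophila cells coexpressing a copper-inducible Gal4–ROR gamma fusion and UAS-driven Photinus luciferase, incubated 20 hr after 700 uM copper sulfate.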
FLuc modulator: qHTS profiling assay for firefly luciferase inhibitor/activator using purifed enzyme and Km concentrations of substrates (counterscreen for miR-21 project). Luciferin 4-monooxygenase (Photinus pyralis), P08659. purified FLuc, Km substrates, luminescence inhibition. Potency, µM (highest dose often 57.5 µM), inactives show at the top dose activity change, negative = inhibition, actives largely listed as inhibitors. actives 6.9% (n = 360,000);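 note: potency is the fitted concentration of half-maximal effect; plate controls were vehicle for no effect and reference inhibitor for full effect; nearly all actives have a fitted effect of over 55% in size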
Target sequence (P08659 whole entry, looked up): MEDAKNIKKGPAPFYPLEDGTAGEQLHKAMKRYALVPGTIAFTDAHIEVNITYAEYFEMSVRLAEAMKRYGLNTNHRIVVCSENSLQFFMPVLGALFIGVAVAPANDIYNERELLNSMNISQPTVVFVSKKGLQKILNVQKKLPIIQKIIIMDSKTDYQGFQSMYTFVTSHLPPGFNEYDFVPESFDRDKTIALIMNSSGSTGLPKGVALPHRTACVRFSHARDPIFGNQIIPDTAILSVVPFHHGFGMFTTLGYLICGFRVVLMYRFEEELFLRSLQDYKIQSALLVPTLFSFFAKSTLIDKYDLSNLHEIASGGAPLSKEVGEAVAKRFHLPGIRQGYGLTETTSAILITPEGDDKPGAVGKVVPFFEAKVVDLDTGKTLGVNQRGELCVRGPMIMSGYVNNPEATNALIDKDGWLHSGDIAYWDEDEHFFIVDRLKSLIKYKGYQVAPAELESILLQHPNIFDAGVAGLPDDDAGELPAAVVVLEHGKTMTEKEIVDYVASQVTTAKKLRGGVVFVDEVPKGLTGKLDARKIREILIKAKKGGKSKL
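Purified P. pyralis luciferase, 10 nM final, with Km-level 10 uM D-luciferin and 10 uM ATP in 50 mM Tris acetate pH 7.5, 10 mM Mg acetate, 0.01% Tween-20, 0.05% BSA; 6-point qHTS titration about 60 µM downward; luminescence read.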
Giardia kill: Small Molecules that selectively kill Giardia lamblia: qHTS; Giardia lamblia trophozoite viability; activity change, % at 7.66 µM, hits read low; actives 0.15% (n = 340,000); in the data active = activity change below about -80%; inconclusive = between about -30% and that limit;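 note: parasites exposed to compound for two days anaerobically before the ATP read; % is set by controls: 0 for no effect and ±100 for the full control effect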
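Luminescence from cellular ATP indicates surviving trophozoites (100 cells/well) following 48 hrs anaerobic compound treatment at 37 deg C; signal develops 15-30 min at room temperature.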
p53 reactivator: qHTS assay for re-activators of p53 using a Luc reporter; actives 0.063% (n = 320,000); H1299 p53-A138V BP100-luciferase reporter, luminescence, 24 h; Potency, µM (highest dose often 92.2 µM), inactives show at the highest dose activity change, positive = activation, most hits filed as activators; note: potency is the fitted concentration of half-maximal effect; % of control where 0% means no effect; nearly all actives have a fitted effect of over 45% in size
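H1299 (p53-null), stable ts p53-A138V + BP100-Luc; 1000 cells/well, Opti-MEM/10% FBS; cpd 4 pt, 1:5; 24 h, 37 deg C, 5% CO2; detection reagent 10 min RT; luminescence.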
Menin-MLL TR inh: qHTS Assay for Inhibitors Targeting the Menin-MLL Interaction in MLL Related Leukemias: Competition With Texas Red Labeled MLL-derived Mutant Peptide; O00255; Menin + Texas Red MLL mutant peptide, fluorescence polarization; Potency, µM (titrated, usually from 61.6 µM), without a hit: at the top dose FP activity change, negative = inhibition, actives largely listed as inhibitors; actives 0.23% (n = 270,000); AID 1768, 2009; active = well fitted inhibition curve with a large enough effect in the polarisation, with a control signal flat, not every such curve was filed as active; inconclusive = small, poorly fitted or top-dose-only effect, or effect the other way, or a change in a side signal; inactive = no such curve, though single readings can be large or run the other way; the % refers to the polarisation; note: potency is the fitted concentration of half-maximal effect; % of control where 0% means no effect; many of its hits are not listed in these tables
NPC1 prom act: qHTS Assay for NPC1 Promoter Activators; Huh7 NPC1 promoter luciferase reporter, 24 h; Potency, µM (titrated, usually from 9.22 µM), for the others: top-dose activation, most hits filed as activators; actives 2.4% (n = 320,000); AID 485313, 2010;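 note: potency is the fitted concentration of half-maximal effect; % of control where 0% means no effect; nearly all actives have a fitted effect of over 60% in size; reporter is driven by a mutant NPC1 promoter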
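In 1536-well qHTS, Huh7 cells harboring an NPC1 promoter–luciferase construct received compound for 24 h; activation was quantified by luminescence following luciferase reagent addition.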
VP16 counter: VP16 counterscreen qHTS for inhibitors of ROR gamma transcriptional activity | Drosophila S2 Gal4-VP16 UAS-luciferase, luminescence, 20 h | Potency, µM (titrated, usually from 53.6 µM), for inactives: at the top dose activity, negative = inhibition, hits mostly inhibitors | actives 3.5% (n = 310,000);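 note: Gal4-VP16 expression switched on by copper sulfate through the metallothionein promoter; potency is the fitted concentration of half-maximal effect; % is set by controls: 0 for no effect and ±100 for the full control effect; nearly all actives have a fitted effect of over 50% in size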
Rab9 prom act: qHTS Assay for Rab9 Promoter Activators; Huh7 Rab9 promoter-luciferase reporter, luminescence, 24 h; Potency, µM (doses to about 9.22 µM), for the others: at the top dose activation, negative = inhibition, hits mostly activators; actives 2.8% (n = 320,000); AID 485297, 2010; note: potency is the fitted concentration of half-maximal effect; % of control where 0% means no effect; nearly all actives have a fitted effect of over 60% in size
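Luminescence from Amplite-detected luciferase (10 minutes, ambient) reports Rab9 promoter activation. Before that, stable Rab9-luciferase Huh7 cells (1500/well, reduced-serum OP-MEM I plus 10% FBS) were exposed to compound for 24 hours at 37C.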
The depositor's hits bear a star; [ ] = another dose, or the depositor's remark. Unless noted, calls come from the whole dose curve; as a rule, active = well fitted curve in the direction sought with a large enough effect; inconclusive = small, poorly fitted or top-dose-only effect, or another doubt; inactive = no such curve, though single readings can be large; an effect the other way counts as inactive or inconclusive. Not all compounds are listed, so the mix of outcomes need not match the whole.

For CCOc1ccc(CNC(=O)CCCC(=O)n2nc(C)c3ccccc32)cc1 the results were ELG1 genotoxic -3.2%, BRCA1 expr up 50.2%, RORgamma inh -11.1%, FLuc modulator -1.0%, Giardia kill 43.7[activator], p53 reactivator -3.5%, NPC1 prom act -0.2%, VP16 counter -1.3% and Rab9 prom act -3.4%.
`CC1(C)N=C(N)N=C(N)N1c1cccc(C(=O)O)c1` gave ELG1 genotoxic 2.7%, BRCA1 expr up 20.0%, PKM2 act 2.0%, RORgamma inh -3.9%, FLuc modulator 3.5%, Giardia kill -12.7, p53 reactivator 13.6%, NPC1 prom act -2.0%, VP16 counter -1.4% and Rab9 prom act -1.5%.
For CCOC(=O)CCc1c(C)c2ccc(OCc3ccc([N+](=O)[O-])cc3)cc2oc1=O the results were ELG1 genotoxic 5.7%, BRCA1 expr up -31.7%, PKM2 act -5.0%, RORgamma inh 14.9%, FLuc modulator 4.4%, Giardia kill 6.4, p53 reactivator inconclusive, Menin-MLL TR inh -0.9%, NPC1 prom act 3.1%, VP16 counter 1.9% and Rab9 prom act 1.1%.
For NC(=O)COC(=O)C1CSC2(c3ccc(F)cc3)CCC(=O)N12 (stereo not drawn) the results were ELG1 genotoxic 2.5%, BRCA1 expr up 4.5%, PKM2 act -2.7%, RORgamma inh -20.4%, FLuc modulator 2.5%, Giardia kill -2.1, p53 reactivator -1.3%, Menin-MLL TR inh 7.4%, NPC1 prom act -0.7%, VP16 counter 0.8% and Rab9 prom act -2.7%.
`COCCCNC(=S)Nc1cc(C)c(C)cc1C` gave ELG1 genotoxic -0.6%, BRCA1 expr up 9.2%, PKM2 act 3.1%, RORgamma inh 7.08µM*, FLuc modulator 1.1%, Giardia kill 15.2, p53 reactivator 1.0%, NPC1 prom act -10.0%, VP16 counter 35.5µM* and Rab9 prom act -5.6%.
For CCOC(=O)c1ccc(NC(=O)c2cc(=O)[nH]c3ccccc23)cc1 the results were ELG1 genotoxic -0.5%, BRCA1 expr up 2.6%, PKM2 act -8.4%, RORgamma inh 5.9%, FLuc modulator -3.0%, Giardia kill -6.8, p53 reactivator 2.4%, Menin-MLL TR inh 30.1%[activator], NPC1 prom act -7.2%, VP16 counter -1.7% and Rab9 prom act -2.4%.
Screening CCN(C(=O)COC(=O)C1CCN(S(=O)(=O)c2cccs2)CC1)c1ccccc1 returned ELG1 genotoxic -4.1%, BRCA1 expr up -18.5%, PKM2 act -2.2%, RORgamma inh 1.8%, FLuc modulator -2.5%, Giardia kill 22.5, p53 reactivator inconclusive, Menin-MLL TR inh -0.4%, NPC1 prom act -0.7%, VP16 counter -3.1% and Rab9 prom act -1.6%.
Screening OCCC1CN(Cc2cccnc2)CCN1CCc1ccccc1 (stereo not drawn) returned ELG1 genotoxic -0.7%, BRCA1 expr up 2.3%, PKM2 act -2.8%, RORgamma inh -3.2%, FLuc modulator -2.6%, Giardia kill 9.1, p53 reactivator -0.9%, Menin-MLL TR inh 6.4%, NPC1 prom act -0.1%, VP16 counter -2.6% and Rab9 prom act -2.0%.
CCOC(=O)Cn1nc(-c2ccc(Cl)cc2)cc1N was read as ELG1 genotoxic inconclusive, BRCA1 expr up 14.8%, PKM2 act 7.0%, RORgamma inh inconclusive, FLuc modulator inconclusive, Giardia kill -0.2, p53 reactivator inconclusive, Menin-MLL TR inh 18.9%, NPC1 prom act 15.2%, VP16 counter -4.3% and Rab9 prom act 16.3%.
Screening CN(C)c1ccc(-c2ccncc2)cc1 returned ELG1 genotoxic inconclusive, PKM2 act 1.0%, RORgamma inh -17.3%, FLuc modulator inconclusive, p53 reactivator 4.1%, Menin-MLL TR inh -12.1%, NPC1 prom act 15.0%, VP16 counter 14.4% and Rab9 prom act 20.2%.
For CCOc1ccccc1N1CN(Cc2ccccc2)CNC1=S the results were ELG1 genotoxic -3.2%, BRCA1 expr up -19.1%, PKM2 act -2.9%, RORgamma inh 4.47µM*, FLuc modulator 2.3%, Giardia kill 1.0, p53 reactivator -1.1%, NPC1 prom act -6.9%, VP16 counter 11.2µM* and Rab9 prom act -0.6%.
COc1ccc(CCNC(=O)C2CCN(S(=O)(=O)c3ccc(-n4cnnn4)cc3)CC2)cc1OC was read as ELG1 genotoxic -1.4%, BRCA1 expr up -4.8%, PKM2 act -1.8%, RORgamma inh 10.6%, FLuc modulator 1.3%, Giardia kill -15.1, p53 reactivator 0.2%, Menin-MLL TR inh 5.3%, NPC1 prom act -1.6%, VP16 counter 6.0% and Rab9 prom act 1.2%.
Screening CNS(=O)(=O)c1cccc(C(=O)OCc2csc(-c3ccccc3)n2)c1 returned ELG1 genotoxic 5.1%, BRCA1 expr up -1.9%, PKM2 act 5.8%, RORgamma inh inconclusive, FLuc modulator inconclusive, Giardia kill -12.3, p53 reactivator 7.1%, Menin-MLL TR inh 1.1%, NPC1 prom act -4.6%, VP16 counter -0.5% and Rab9 prom act 3.2%.
For O=C(CCOc1cccc(Br)c1)NNC(=O)COc1ccc(F)cc1 the results were ELG1 genotoxic -1.1%, BRCA1 expr up -1.4%, FLuc modulator 4.2%, Giardia kill -3.6, p53 reactivator 1.3%, NPC1 prom act -6.2% and Rab9 prom act 0.2%.
Screening CCOc1ccc(CCNC(=O)C(O)c2ccccc2)cc1 (stereo not drawn) returned ELG1 genotoxic -4.4%, BRCA1 expr up -0.8%, PKM2 act 2.9%, RORgamma inh inconclusive, FLuc modulator 2.7%, Giardia kill 4.9, p53 reactivator 0.7%, Menin-MLL TR inh -4.5%, NPC1 prom act -3.9%, VP16 counter -8.6% and Rab9 prom act 1.4%.
For CC(C)(CO)NC(=O)C12CC3CC(CC(Br)(C3)C1)C2 the results were ELG1 genotoxic 0.3%, BRCA1 expr up -18.3%, PKM2 act -0.9%, RORgamma inh 4.1%, FLuc modulator -2.2%, Giardia kill 0.1, p53 reactivator 1.9%, NPC1 prom act 2.2%, VP16 counter -7.2% and Rab9 prom act -0.8%.
Screening C=CC(C)N1C(=O)S/C(=C\c2ccc(N3CCOCC3)cc2C)C1=O (stereo not drawn) returned ELG1 genotoxic inconclusive, BRCA1 expr up 91.5%, PKM2 act -4.3%, RORgamma inh inconclusive, FLuc modulator 10.7µM*, Giardia kill 1.6, p53 reactivator 14.0%, Menin-MLL TR inh -5.4%, NPC1 prom act inconclusive, VP16 counter inconclusive and Rab9 prom act inconclusive.
For Cc1cc(NC(=O)CSc2nnc(-c3ccco3)n2Cc2ccco2)no1 the results were ELG1 genotoxic -1.4%, BRCA1 expr up 1.3%, PKM2 act -0.6%, RORgamma inh inconclusive, FLuc modulator 3.8%, Giardia kill -8.0, p53 reactivator -15.4%, Menin-MLL TR inh -9.3%, NPC1 prom act -0.2%, VP16 counter 4.8% and Rab9 prom act 3.3%.
Screening CCOCCCN(C(=O)Cn1nnc(-c2ccc(OC)c(OC)c2)n1)C(CC)C(=O)NC1CCCC1 (stereo not drawn) returned ELG1 genotoxic 5.4%, BRCA1 expr up -13.2%, RORgamma inh -8.1%, FLuc modulator -2.8%, Giardia kill 2.1, p53 reactivator -8.0%, Menin-MLL TR inh -4.7%, NPC1 prom act 2.2%, VP16 counter 4.7% and Rab9 prom act 3.9%.
CCOc1ccccc1N(CC(=O)Nc1ccccc1C(=O)NCc1ccco1)S(C)(=O)=O was read as ELG1 genotoxic 0.7%, BRCA1 expr up 13.0%, PKM2 act -2.0%, RORgamma inh -2.5%, FLuc modulator -1.7%, Giardia kill 19.9, p53 reactivator -2.1%, Menin-MLL TR inh -24.7%, NPC1 prom act -2.0%, VP16 counter -0.9% and Rab9 prom act -2.9%.
